# Assay outcomes as filed in PubChem BioAssay.
# CF NFkB block: inhibitors of PAF-induced NF-kB signaling, primary screen, cell-based, GFP fluorescence, uHTS | KKLEB NF-kB-GFP reporter, GFP fluorescence overnight | inhibition, % at 5 µM | 0.86% of 360,000 active;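 active = at least 50% inhibition at 5 µM, scaled per plate between neutral and stimulator controls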;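 note: PAF is a Pseudomonas aeruginosa culture filtrate used as stimulus; plate controls were PAF-stimulated DMSO wells for no effect and unstimulated DMSO wells for full effect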
# TWEAK Fn14 block: inhibitors of TWEAK-Fn14 signaling, primary screen, luciferase reporter cells, uHTS; TWEAK-stimulated Fn14 reporter cells, luciferase luminescence, 8 h; 2% of 360,000 active; inhibition, % at 10 µM; in the data active = inhibition above about 50%
# TROY signal inh: inhibitors of TROY-driven NF-kB signaling, primary screen, Q293 LMP1-TROYcd cells, NF-kB luciferase, uHTS; Q293 LMP1-TROYcd NF-kB luciferase reporter, 4 h; inhibition, % at 10 µM; 0.98% of 360,000 active;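 active = compounds whose plate-normalised and pattern-corrected inhibition of the luciferase reporter signal at the single screening dose is 50% or more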
# NR2E3 ag-1: inhibitors of NR2E3-RetCOR corepressor binding, primary screen, NR2E3 agonist project, biochemical, TR-FRET, GST-NR2E3, biotin-RetCOR. Photoreceptor-specific nuclear receptor (Homo sapiens), Q9Y5X4. 1536-well. inhibition of corepressor binding, % at 4.78 µM. 0.12% of 320,000 active. AID 2300, 2010;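 active = percent inhibition above the cutoff of mean plus 3 SD of all tested compounds, set per screening campaign, cut at about 20% in these data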;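 note: 0% = DMSO wells and 100% = biotin wells as full block of FRET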
# Target sequence (Q9Y5X4 whole entry, looked up): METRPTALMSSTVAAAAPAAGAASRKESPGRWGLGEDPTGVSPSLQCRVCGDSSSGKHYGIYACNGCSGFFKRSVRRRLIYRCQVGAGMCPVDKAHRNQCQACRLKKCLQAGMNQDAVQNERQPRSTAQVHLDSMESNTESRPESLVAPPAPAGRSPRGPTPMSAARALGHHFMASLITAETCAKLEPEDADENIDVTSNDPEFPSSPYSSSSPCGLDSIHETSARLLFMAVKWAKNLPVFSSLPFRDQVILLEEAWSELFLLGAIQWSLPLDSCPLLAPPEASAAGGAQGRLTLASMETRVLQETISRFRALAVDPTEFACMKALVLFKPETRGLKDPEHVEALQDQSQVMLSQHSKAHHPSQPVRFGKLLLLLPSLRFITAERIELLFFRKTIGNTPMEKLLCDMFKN
#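 Material – GST-tagged NR2E3 plus biotinylated RetCOR corepressor · Quantity – NR2E3 fusion 1.35 nM · Times – 5 h incubation at 4 °C · Medium – pH 7.5 Tris-based buffer · Technique – TR-FRET, Eu(K)-anti-GST donor, streptavidin-D2 acceptor, ex 340, em 617/671 nm · Benchmarks – high control biotin, low control 0.6% DMSO · Format – 1536-well plates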
# TRAIL sens C8: viability loss with TRAIL in NB7+C8 cells, primary screen, TRAIL sensitizer project, cell-based, ATPlite luminescence | inhibition (viability loss, TRAIL sensitization), % at 10 µM | 1% of 360,000 active | AID 624354, 2012;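 active = compounds causing at least 50% loss of cell viability in the single-dose screen, relative to plate controls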
# NR2E3 ag-2: NR2E3 agonists in two-hybrid cells, primary screen, cell-based, luminescence, CHO-S, Gal4-NCOR/VP16-NR2E3; AID 602229, 2012; inhibition of corepressor binding, % at 3.98 µM; Photoreceptor-specific nuclear receptor (Homo sapiens), Q9Y5X4; 0.35% of 360,000 active; luciferase;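 active = inhibition above the mean of all tested compounds plus 3 SD, cut at about 70% in these data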;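 note: 0% = DMSO with NR2E3 transfected cells and 100% = cells lacking NR2E3 construct; higher means lower luciferase signal from less NR2E3 corepressor binding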
# Peg3 promoter: Peg3 promoter-driven luciferase inhibitors, primary screen, cell-based, HeLa, luciferase luminescence; HeLa PEG-Prom luciferase reporter, overnight; inhibition, % at 20 µM; 1.7% of 360,000 active;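 active = inhibition of at least 50% at 20 µM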
# Shn3 3UTR inh: reduction of Shn3 3'UTR firefly luciferase signal, primary screen, Schnurri-3 inhibitor project, cell-based, Clone20 osteoblasts, set 2. inhibition, % at 12.5 µM. Clone20 osteoblast Shn3 3'UTR firefly luciferase, 24 h. 0.52% of 360,000 active;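 active = mean inhibition of at least 75% with every replicate also reaching 75%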;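 note: 0% = median of neutral control wells and 100% = pilot-screen positive control compound; some compounds past the cut are filed as inactive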
# KKLEB cytotox: cytotoxicity in KKLEB CF airway cells, primary screen, cytotoxicity control for CF NF-kB inhibitor project, cell-based, uHTS, fluorescence assay plates; activity change (cytotoxicity), % at 5 µM; AID 602141, 2011; 0.36% of 360,000 active; KKLEB CF airway cells viability, ATPlite luminescence, overnight; active compounds read low; cells stimulated with P. aeruginosa culture filtrate;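 active = corrected activity change at or below -50% at 5 µM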
# HIF-2a inh: HIF-2a reporter inhibitors, primary screen, luminescence, 786-0 RCC cells; inhibition, % at 18.8 µM; 0.72% of 360,000 active; 786-0 RCC cells HIF-2a reporter, luciferase luminescence, overnight;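 active = inhibition of the luminescence signal of 40% or more relative to plate controls, in a single-dose primary screen at 18.75 µM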
# TRPM1 prom inh: inhibitors of MITF-dependent TRPM1 promoter reporter, primary screen, cell-based, SK-MEL-5, single point, luciferase. SK-MEL-5 TRPM1 promoter luciferase, 24 h. inhibition, % at 12.5 µM. 0.83% of 330,000 active;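 active = mean inhibition across replicates of 60% or more, whatever share of single replicates reaches that level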; note: values of inactives mirror those of a sister screen read the other way
# Starred values were filed as active, the others as inactive; / = no result given. This is a subset (hit frequency here may not be typical).
SMILES,CF NFkB block,TWEAK Fn14 block,TROY signal inh,NR2E3 ag-1,TRAIL sens C8,NR2E3 ag-2,Peg3 promoter,Shn3 3UTR inh,KKLEB cytotox,HIF-2a inh,TRPM1 prom inh
O=[N+]([O-])c1ccc2oc(C(O)c3cccc(Cl)c3)cc2c1 (stereo unspecified),12,-44,-4,2,-16,-5,18,12,-9,2,-14
Clc1cccc(N/N=C/c2ccncc2)c1,4,-19,-57,2,8,-18,-223,-18,-12,-197,-90
FC(F)(F)c1cccc(N2CCCCC2)c1,-7,-4,2,/,-5,-5,-26,-2,8,4,/
Fc1ccccc1NC(=S)N1CCN(C/C=C/c2ccccc2)CC1,13,-1,10,0,-5,-1,2,24,0,9,11
Cc1cccc(S(=O)(=O)C(C#N)c2nc3ccccc3nc2N2CC(C)OC(C)C2)c1 (stereo unspecified),18,8,-11,3,1,8,23,4,-7,1,21
COc1ccc(OC)c(S(=O)(=O)n2cnc3ccccc32)c1,-6,0,2,-1,3,-3,27,5,7,22,-3
Cc1onc(C(=O)Nc2ccc3c(c2)OCO3)c1[N+](=O)[O-],-4,2,-44,0,3,-45,-56,-36,10,-85,-29
O=S(=O)(c1ccccc1)n1c(C(O)c2ccccn2)cc2ccccc21 (stereo unspecified),16,9,-9,0,3,3,-4,26,-5,-6,10
CC1(C)c2[nH]c3ccccc3c2C[C@@H]2C(=O)N(Cc3ccccc3Cl)C(=O)N21,17,51*,30,2,16,-9,-9,1,-3,-28,8
Cc1ccc(S(=O)(=O)N(CC(O)CN2C(=O)NC(C)(C)C2=O)c2ccccc2)cc1 (stereo unspecified),16,-2,10,-3,-15,-7,21,-8,-4,36,-2
Cc1ccccc1C(=O)N1CCC2CC1c1cc(Cl)ccc12 (stereo unspecified),9,4,81*,/,13,-31,17,-6,-19,0,4
O=C1CCCCN1CCC(=O)N1CCCC(Nc2ccccc2)C1 (stereo unspecified),-11,6,-9,-1,4,-3,-8,-31,5,3,-4
COCCNC(=O)C1(C)CCCN(C(=O)c2ccc(N(C)C)cc2)C1 (stereo unspecified),-3,9,-12,/,-7,-8,7,-10,-1,15,/
Cn1cccc([N+](=O)[O-])c1=O,-15,2,6,/,-10,-7,7,-7,7,5,/
CCC1CSC(Nc2ccc(C(=O)/C=C/c3ccc(Br)cc3)cc2)=N1 (stereo unspecified),39,57*,-16,4,18,-9,20,36,-27,-34,-1
O=C1CCC2(C(=O)O)Sc3ccccc3N12 (stereo unspecified),0,18,0,3,-12,-26,9,0,-1,6,4
CSc1ccc(CN2C(=O)C(C)Oc3c(C(C)=O)cccc32)cc1 (stereo unspecified),-14,9,12,/,-9,2,15,6,-8,3,/
Cn1c(=O)c(-[n+]2ccccc2)c([O-])c2ccccc21,-17,20,23,2,-7,5,10,23,13,18,6
COCCn1c(SCC(=O)N(C(C)C)C(C)C)nnc1-c1cc2ccccc2cc1O,5,3,10,-1,8,-14,3,9,6,10,1
CC(CC(=O)NC(C)c1ccc2c(c1)OCCO2)c1ccccc1 (stereo unspecified),10,5,6,0,-8,20,17,-9,6,12,4
O=[N+]([O-])/C=C/c1cn(Cc2ccc(Cl)cc2)c2ccccc12,25,37,29,-2,4,-15,81*,89*,5,51*,26
CC(NC(=O)c1ccccc1F)C(=O)O (stereo unspecified),-4,-6,3,1,-8,-16,7,7,1,8,-13
Cc1ccc(NC(=O)c2ccc(NCC3CCCO3)c([N+](=O)[O-])c2)cc1Cl (stereo unspecified),40,-61,-32,1,11,-23,17,-10,-38,-10,10
Cc1cc(=O)oc2c3c(cc(OCC(=O)Nc4ccc(CCO)cc4)c12)OC(C)(C)CC3,6,-3,0,3,13,-22,5,91*,-10,-21,-8
O=C(COC(=O)c1ccccc1)Nc1ccc(Cl)cn1,2,-2,-38,0,-5,26,-2,5,-4,8,5
CCc1nnc(NC(=O)C2CC(=O)N(c3ccc4c(c3)OCCO4)C2)s1 (stereo unspecified),10,3,-6,-1,-8,-20,1,-6,-2,14,3
Cc1cc(NC(=O)CSCC(=O)Nc2cc(C(F)(F)F)ccc2N2CCCC2)no1,2,30,16,0,17,0,27,-8,0,3,4
Cc1ccc(OCC(=O)N/N=C/c2cccn2C)cc1,2,1,-3,0,-7,-33,-13,3,-7,-21,-9
O=C(N/N=C/c1ccc([N+](=O)[O-])o1)c1ccncc1,-15,1,-1,-4,28,14,2,6,-5,-1,/
CN1C(=O)c2ccccc2Cc2c(NCc3ccccc3)ncnc21,13,6,22,/,1,8,33,9,-22,22,/

# Three entries out of the list above, arranged by their value in Peg3 promoter, smallest number first:
structure	CF NFkB block	TWEAK Fn14 block	NR2E3 ag-1	NR2E3 ag-2	Peg3 promoter	Shn3 3UTR inh	HIF-2a inh	TRPM1 prom inh
Cc1ccc(OCC(=O)N/N=C/c2cccn2C)cc1	2	1	0	-33	-13	3	-21	-9
O=C(N/N=C/c1ccc([N+](=O)[O-])o1)c1ccncc1	-15	1	-4	14	2	6	-1	/
CC(NC(=O)c1ccccc1F)C(=O)O (stereo unspecified)	-4	-6	1	-16	7	7	8	-13

# Carrying on.
SMILES,CF NFkB block,TWEAK Fn14 block,TROY signal inh,NR2E3 ag-1,TRAIL sens C8,NR2E3 ag-2,Peg3 promoter,Shn3 3UTR inh,KKLEB cytotox,HIF-2a inh,TRPM1 prom inh
CC(C)COC(=O)N1CCN(S(=O)(=O)c2ccc3c(c2)CCC3)CC1,9,-1,1,1,-1,1,5,11,-4,8,/
CC(C)Oc1cc(F)ccc1-c1cc(C(=O)Nc2ccc(C(C)C)cc2)[nH]n1,-14,-12,28,/,16,21,6,10,-6,-6,/
CCOC(=O)N1CCN(C(=O)c2ccc(Cl)c(S(=O)(=O)N3CCCC3)c2)CC1,-3,12,10,0,-5,21,19,-7,-5,11,6
CCOc1ccc(OCC)c(NC(=O)CN(C)S(=O)(=O)c2cnc[nH]2)c1,-15,0,2,0,-2,-17,5,3,1,13,4
Cc1cccc(-c2nnc(C(C)Nc3cccc(C(=O)NC4CC4)c3)o2)c1 (stereo unspecified),-29,-11,-36,/,1,5,-39,3,6,-67,/
O=S(=O)(NCc1ccccc1)c1ccccc1NCc1ccc(Cl)cc1,2,14,5,/,3,-27,3,-7,-2,17,8
O=C(Nc1ccc(CN2CCOCC2)cc1)c1ccc(N2CCCC2)c([N+](=O)[O-])c1,3,-17,-5,0,2,-5,-10,14,-6,-12,14
O=c1c2c3c(sc2nc2n1CCC2)CCCC3,-9,1,-17,-1,22,-9,-21,-11,-7,-39,-5
COc1cc(S(=O)(=O)NCC2CCCO2)ccc1Br (stereo unspecified),8,20,-1,0,4,19,7,-2,1,11,-7
Cc1ccc(NS(=O)(=O)c2cccs2)cc1S(=O)(=O)N1CCCCCC1,-34,2,2,-3,-1,20,9,-9,10,1,9
CCN(CC)S(=O)(=O)c1ccc(N2CCOCC2)c(NC(=O)Cc2ccccc2F)c1,5,-27,10,-1,-6,-31,4,18,-5,8,6
CCS(=O)(=O)N1CCC(C(=O)Nc2cccc(F)c2)CC1,-5,4,-13,2,-4,-27,14,2,-2,23,2
CSc1nc2nc3c(c(=O)n2[nH]1)CN(Cc1ccccc1)CC3,-6,1,-3,-2,-3,-13,-1,-21,-3,-21,-19
Fc1ccc(NC(=S)N2CCCC2)cc1Cl,2,-9,11,1,-9,11,7,6,8,15,3
OCCC1CN(CC#Cc2ccccc2)CCN1C1CCCC1 (stereo unspecified),-4,-6,-7,-1,-17,22,-11,0,16,-15,0
C=CC[C@@H](CC(=O)OC(C)(C)C)C(=O)OC[C@@H]1CCCN1C(=O)[C@@H](CC=C)CC(=O)N[C@H](CO)Cc1ccccc1,11,3,2,/,-5,5,9,0,-1,7,-2
Cc1ccc2cc(CN(Cc3ccco3)S(=O)(=O)c3c(C)ccc4nsnc34)c(=O)[nH]c2c1,-7,23,8,2,0,4,6,2,14,0,6
CN(C)S(=O)(=O)c1ccc2c(c1)C(=O)c1cc(S(=O)(=O)N(C)C)ccc1CC2,6,-11,5,0,-4,-12,2,17,-2,12,12
CC(=O)Nc1ccc(OCCC[n+]2cccc(C(=O)[O-])c2)cc1,-6,14,-19,-3,0,-5,8,-21,2,7,-9
c1ccc2sc(N3CCCN(Cc4nc(-c5cnccn5)no4)CC3)nc2c1,-12,-3,11,4,-14,-10,8,-3,7,-7,-7
O=C(NCc1ccccc1)c1cc(C2CCCCN2C(=O)c2ccc3c(c2)CCO3)on1 (stereo unspecified),16,-1,0,/,-7,-5,-5,-22,0,11,/
CN(C)c1c(N)c(=O)oc2ccccc12,-6,11,-10,-1,-2,-22,8,4,-3,-4,0
Cc1ccccc1-n1nnnc1SCC(=O)NC1CC1,17,8,9,/,0,21,2,-22,-13,-2,-11
COc1cccc(N(C(=O)Cn2nnc(-c3cccs3)n2)C(C(=O)NC(C)C)c2ccc(C)o2)c1 (stereo unspecified),0,3,3,-2,3,3,10,11,8,4,18
CCO[C@@H]1OC(C(=O)NCc2nc3ccccc3[nH]2)=C[C@H](c2csc3ccccc23)[C@H]1CCCO,-8,4,8,6,20,-8,21,-3,2,29,7
Cc1ccc(N2C(=O)c3ccccc3C2=O)cc1,-20,-13,-59,4,-5,-31,-13,-3,8,-41,-14
CCOc1ccccc1N1CCN(Cc2ccco2)CC1,-6,-4,-20,4,8,-23,-2,-17,4,-9,-4
CCOC(=O)c1c(CSc2cccs2)n(C)c2cc(Br)c(O)c(CN(C)C)c12,16,-20,-10,0,8,8,-21,30,-8,24,-10
CCCCCCCCN1C(=O)[C@H](CC(=O)NCCc2ccccc2OC)C[C@@]2(C(=O)OCC)CCCC=C12,/,11,10,/,11,-15,/,/,/,-3,/
CCOC(=O)C1(CC2CC2)CCN(Cc2cn(C)c3ccccc23)CC1,9,-2,-3,1,-1,11,-6,43,3,20,-12
COc1ccc(OC)c(CCNC(=O)CC2(CC3=NS(=O)(=O)c4ccccc4N3)CCCC2)c1,20,-8,2,2,6,15,39,12,-9,14,-12
CCOc1ccccc1NC(=O)CSc1nnc2ccc(-c3cccnc3)nn12,3,0,15,0,-5,-25,7,8,-1,9,0
COc1ccc(OC)c(NC(=O)c2ccc3c(c2)CCN3S(C)(=O)=O)c1,-6,-3,4,5,4,-28,-8,0,-1,-17,-1
